Bioassay records as filed in PubChem.
HCT116 bCat-KO: beta-catenin-lacking colon tumor cell growth suppression. HCT116 beta-catenin knockout viability, CellTiter-Glo, 60 h; active compounds read low. viability, % at 10 µM. hit rate 1.5% among 140,000;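 active = viability at or under a set limit, the compound median less 4 SD, cut at about 6% in these data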;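 note: 0% = Hyamine 1622 control at 20 µM and 100% = untreated cell control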
GALR2 blocker: blocks the human galanin receptor 2; O43603; GALR2-expressing cells, antagonist mode; inhibition, % at 4 µM; hit rate 0.39% among 140,000; AID 828; in the data active = inhibition above about 27%;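 note: cells stimulated with galanin 1-16 at roughly its EC80; 0% = agonist challenge control and 100% = basal control without agonist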
Target sequence (O43603 whole entry, looked up): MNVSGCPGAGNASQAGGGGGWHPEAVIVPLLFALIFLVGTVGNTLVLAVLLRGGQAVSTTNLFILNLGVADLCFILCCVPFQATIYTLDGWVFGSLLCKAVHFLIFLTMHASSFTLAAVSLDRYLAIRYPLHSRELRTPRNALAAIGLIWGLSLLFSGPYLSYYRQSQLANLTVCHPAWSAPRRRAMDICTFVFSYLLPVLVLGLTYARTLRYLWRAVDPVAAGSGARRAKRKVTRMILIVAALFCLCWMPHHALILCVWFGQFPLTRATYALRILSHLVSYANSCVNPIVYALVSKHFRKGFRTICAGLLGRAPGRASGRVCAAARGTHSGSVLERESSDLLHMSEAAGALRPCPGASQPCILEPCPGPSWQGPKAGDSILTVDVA
MRP1 act: activates MRP-1; viability increase, % at 10 µM; hit rate 0.61% among 140,000; H69AR cells + doxorubicin, viability rescue, CellTiter-Glo; AID 799;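 active = viability gain under doxorubicin at or above a set limit, the compound median plus 3 SD, cut at about 4.7% in these data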;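 note: MRP-1 overexpressing cells given doxorubicin 25 µM after compound pretreatment; 18-22 h compound pretreatment then 72 h with doxorubicin before readout; 0% = doxorubicin-only wells and 100% = vehicle-treated cells without doxorubicin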
E-sel TNF inh: blocks E-selectin expression induced by TNF alpha; HUVEC TNFa-induced E-selectin immunofluorescence, high content; inhibition, % at 2 µM; hit rate 0.71% among 120,000;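 active = inhibition above the batch mean plus 3 SD, and confirmed as a hit on visual image review, cut at about 43% in these data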;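 note: 0% = TNF-stimulated DMSO wells and 100% = unstimulated control wells; not every result past the cut was called active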
Yeast lifespan up: extends the lifespan of yeast; S. cerevisiae growth with nicotinamide, OD615; deaD strain in restrictive glucose medium; inhibition of the nicotinamide effect, % at 10 µM; hit rate 0.68% among 130,000; AID 775;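 active = inhibition above a set limit, placed 3 SD over the median of all compounds, cut at about 26% in these data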;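 note: 0% = nicotinamide-treated wells and 100% = cells grown without nicotinamide; some compounds called inactive have numbers as strong as hits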
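System: Modified budding yeast, DeaD strain | Buffer or medium: Restrictive glucose medium | Also added: 1.5 mM nicotinamide | Doses: 10 µM single point, 0.25% DMSO | Schedule: 48 h compound exposure at 30 °C, humidified | Detection: Absorbance at 615 nm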
NPY Y2 blocker: antagonists of human neuropeptide Y receptor Y2; NPY-Y2 expressing cells, antagonist mode; inhibition, % at 2.7 µM; hit rate 0.99% among 140,000; in the data active = inhibition above about 17%;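 note: 0% = vehicle with agonist challenge and 100% = reference antagonist with challenge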
Target sequence (P49146 whole entry, looked up): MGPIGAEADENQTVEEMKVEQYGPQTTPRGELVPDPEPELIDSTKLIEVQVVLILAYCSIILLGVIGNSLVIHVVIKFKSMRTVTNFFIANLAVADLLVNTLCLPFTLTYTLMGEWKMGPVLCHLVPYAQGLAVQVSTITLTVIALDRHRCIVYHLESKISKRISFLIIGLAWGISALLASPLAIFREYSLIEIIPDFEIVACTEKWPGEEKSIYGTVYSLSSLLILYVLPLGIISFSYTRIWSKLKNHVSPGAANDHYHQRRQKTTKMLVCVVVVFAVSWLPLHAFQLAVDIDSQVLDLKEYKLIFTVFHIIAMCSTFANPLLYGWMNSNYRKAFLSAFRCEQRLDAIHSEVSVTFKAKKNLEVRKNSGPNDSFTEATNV
PTEN del growth: PTEN-deleted cell growth suppression; viability, % at 10 µM; HCT116 PTEN-null viability, CellTiter-Glo, 60 h; active compounds read low; hit rate 1.2% among 140,000; AID 827;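 active = viability at or below a set limit, 4 SD under the median of all tested compounds, cut at about 3.7% in these data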;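 note: PTEN knockout HCT116 line with beta catenin targeted HCT116 as companion control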
Yeast growth inh: reduces growth of yeast BB579 in restrictive medium. hit rate 0.51% among 140,000. inhibition, % at 10 µM. S. cerevisiae BB579 growth, OD615, 48 h. AID 804;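 active = inhibition above a set limit, 3 SD over the mean compound inhibition, cut at about 44% in these data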; note: inactives centre near -24
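Test system: Saccharomyces cerevisiae DeaD strain BB579, replicative lifespan model yeast | Buffer or medium: Restrictive CSMM-D medium | Doses: One dose, 10 µM compound with 0.25% DMSO | Incubation: 48 h exposure, 30 °C | Detection: Culture absorbance at 615 nm | Control set: Amphotericin B at 10 µg/mL as positive control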
Measles CPE: protection of cells from measles virus; Measles virus-infected cells, CPE protection, absorbance; protection (pct of control), % at 4 µM; hit rate 1.5% among 140,000; AID 841; in the data active = protection mostly above about 24%, no sharp cut-off; inactive = mostly below about 26%; note: some compounds called inactive have numbers as strong as hits
Phagocyt inh: macrophage phagocytosis inhibition; hit rate 0.07% among 110,000; AID 1029; J774A.1 macrophage IgG-bead phagocytosis, imaging; inhibition, % at 5 µM;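 active = inhibition above the mean of the plate negative controls plus 5 SD, cut at about 13% in these data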;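 note: phagocytic index as fraction of beads internalized from green versus red external bead signal; plate controls were DMSO negative control for no effect and cytochalasin-D positive control for full effect; some results beyond the cut were filed as inactive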
Active calls of the source: *; x = no result given. Rows were taken by chance; 6.1% or so of the library scored in one or more.

SMILES	HCT116 bCat-KO	GALR2 blocker	MRP1 act	E-sel TNF inh	Yeast lifespan up	NPY Y2 blocker	PTEN del growth	Yeast growth inh	Measles CPE	Phagocyt inh
CCOC(=O)N1CCN(C(=O)CCSCCc2ccncc2)CC1	78	-3	-1.3	-35	-4	0	85	-9	7	0
CN(C(=O)CSc1nc2cc([N+](=O)[O-])ccc2n1-c1ccc(F)cc1)C1CCS(=O)(=O)C1 (stereo not given)	86	-3	-2.8	-3	-3	2	93	-20	4	x
COc1ccc2c(c1)CCc1c(C(=O)Nc3ccn(Cc4ccc(C)cc4)n3)noc1-2	30	-1	-6.5	x	-2	0	47	-47	12	-4
c1ccc2[nH]c(-c3nc4ccccc4[nH]3)nc2c1	68	36*	-2.9	3	-18	0	80	-6	12	-1
COc1ccc2nc(C)cc(SCC(=O)NNC(=O)COc3ccccc3)c2c1	105	5	-4.9	-7	-5	1	96	-8	5	x
CCCCN1C(=O)c2ccc(C(=O)NC3=NCCS3)cc2C1=O	97	-4	-2.8	-9	-9	1	100	14	2	11
Cc1cc(C)n(C(=O)c2ccc(Cn3nc(C)c(Br)c3C)o2)n1	93	-8	-2.6	-25	x	2	94	-2	5	x
COC(=O)C1C(=O)CC(C)(O)C(C(=O)OC)C1/C=C/c1ccccc1 (stereo not given)	98	0	0.7	x	-8	2	98	-25	4	x
O=C(c1ccc(N2C(=O)C3C4c5ccccc5C(c5ccccc54)C3C2=O)cc1)N1CCOCC1 (stereo not given)	84	-4	-1.1	x	-1	4	87	-20	13	11
Cc1ccc(C)c(N2CCN(S(=O)(=O)c3ccc4[nH]c(=O)c(=O)[nH]c4c3)CC2)c1	109	2	-0.5	-1	-5	-1	101	-39	5	-3
Cc1cnn(-c2cc(N/N=C/c3ccccc3Cl)ncn2)c1	91	10	-0.2	-9	-9	-1	86	-5	3	x
Cc1ccc(CCNC(=O)C2CCCN(S(=O)(=O)c3c(C)noc3/C=C/N(C)C)C2)cc1 (stereo not given)	89	-6	-1.0	55*	-5	-1	83	-15	4	x
O=C(CN(Cc1ccco1)C(=O)c1ccccc1)Nc1ccc(Cl)c(Cl)c1	85	-4	-3.7	x	-10	5	67	-11	16	x
O=C1CCC(=O)N1CC(=O)N1c2ccccc2Sc2ccccc21	107	10	0.1	-31	-3	1	98	-63	19	2
COc1ccc(S(=O)(=O)N2CCCCC2)cc1NC(=O)Cc1c[nH]c2ccccc12	78	6	-3.0	x	-3	1	81	-22	2	0
O=C(COc1ccc(Cl)cc1Cl)NCCCn1ccnc1	93	-19	-3.3	x	0	0	85	-11	29	-1
Cc1nn(-c2ccccc2)c(C)c1/C=C/C(=O)OCC(=O)Nc1ncc(Cl)cc1Cl	91	6	-1.8	x	-3	0	96	-24	23	-4
CCc1nnc(NC(=O)C2CCN(S(=O)(=O)Cc3ccccc3)CC2)s1	100	10	-0.6	-17	-5	0	105	-26	38	x
COc1ccc(CCNC(=O)C(=O)NCc2ccc(C)cc2)cc1OC	85	1	-1.2	50*	-1	5	88	-25	21	0
COc1cccc(/C=N/n2c(SC)nnc2-c2ccccc2)c1O	39	21	-3.5	x	-24	4	31	-31	8	1
Cc1cc(C)cc(Oc2nc(C(F)(F)F)nc3ccccc23)c1	29	-3	-1.7	19	-8	15	23	-45	11	0
O=C(Nc1ccccc1-c1ccccc1)C1CCCN(c2ncccn2)C1 (stereo not given)	66	-25	1.4	x	-7	6	74	-5	21	-3
COC(=O)c1ccc(N2C(=O)CC(N(C)CCc3ccc(OC)c(OC)c3)C2=O)cc1 (stereo not given)	91	5	-1.0	-24	37	-1	96	-21	138*	-1
COc1ccccc1N1CCN(C(CNC(=O)c2ccc3c(c2)OCO3)c2cccnc2)CC1 (stereo not given)	68	-11	-3.0	x	-7	2	73	-26	20	x
CC1Cc2ccccc2N1C(=O)CSc1nnc(-c2ccc(S(=O)(=O)N3CCCC3)cc2)n1C (stereo not given)	81	0	-2.2	17	3	10	87	-43	4	-8
CCCOC(=O)C1C2C=C[C@]3(CN(CCc4ccccc4)C(=O)[C@H]13)O2 (stereo not given in full)	100	3	-0.5	x	-10	-2	110	-45	22	0
COc1ccc(OCC(=O)Nc2ccc3c(c2)nc2n3CCSC2)cc1	114	5	0.5	x	-8	0	118	-54	5	0
O=C1c2ccncc2C(=O)N1Cc1cccc(Cl)c1	94	-4	-2.9	5	-3	1	87	-50	3	-1
Cc1cccc2cc(COC(=O)C(C)(C)C)c(=O)[nH]c12	104	-6	2.2	-9	-2	2	110	-43	15	-1
O=C(Nc1ccon1)c1sc2ccccc2c1Cl	89	6	-1.7	-26	-7	0	87	-10	8	-1
CCS(=O)(=O)N1CCN(C(=O)c2ccco2)CC1	102	-1	-0.9	-1	-1	0	94	2	10	-2
COc1cccc(NC(=O)CC2C(=O)NC3CCCCC3N2C(=O)c2ccc(F)cc2)c1 (stereo not given)	89	-23	-2.3	4	-4	2	91	2	4	0
COc1cccc(CNc2cnc3ccccc3c2)c1O	69	7	-2.2	1	x	2	74	-32	0	x
CCOC(=O)N/N=C/c1ccc(F)cc1F	103	10	-1.1	0	-7	5	93	-17	13	x
Cc1[nH]nc2c1C(c1cc(Br)cs1)C(C#N)=C(N)O2 (stereo not given)	2.0*	3	-5.1	32	1	1	2.1*	-40	6	-1
O=C(c1ccccc1)c1nc[nH]c1C(=O)Nc1ccccc1	25	1	-0.8	2	-13	0	25	0	10	-1
CCOC(=O)c1c(C)[nH]c(C(=O)COC(=O)c2ccccn2)c1C	96	3	-0.4	-22	-9	3	82	-15	26	x
CCN(CC)S(=O)(=O)c1cccc(-c2n[nH]c(=S)n2/N=C/c2ccc(OC(F)F)cc2)c1	87	-7	-2.3	-2	4	7	70	20	10	x
O=C(CN1C(=O)C2C3C=CC(C3)C2C1=O)Nc1cccc2c1CCCC2 (stereo not given)	92	0	-1.6	4	-16	4	78	-58	29	x
CCOC(=O)C1C(c2cccs2)NC(=O)NC1(O)C(F)(F)F (stereo not given)	95	-6	-0.7	10	-1	0	96	-71	25	-1

Next part (two carried over from the part before).
SMILES	HCT116 bCat-KO	GALR2 blocker	MRP1 act	E-sel TNF inh	Yeast lifespan up	NPY Y2 blocker	PTEN del growth	Yeast growth inh	Measles CPE	Phagocyt inh
O=C(CN1C(=O)C2C3C=CC(C3)C2C1=O)Nc1cccc2c1CCCC2 (stereo not given)	92	0	-1.6	4	-16	4	78	-58	29	x
CCOC(=O)C1C(c2cccs2)NC(=O)NC1(O)C(F)(F)F (stereo not given)	95	-6	-0.7	10	-1	0	96	-71	25	-1
CC(C)C(=O)Nc1nnc(Sc2ccc(N(C)C)cc2)s1	82	-2	-1.0	-35	-9	6	92	-72	0	1
COc1cccc(NC(=O)CSCC(=O)Nc2ccccc2)c1	106	-9	-1.2	6	4	2	118	-73	3	-1
COc1ccccc1NC(=O)CSc1nnc(Cc2cccn2C)n1CCc1ccccc1	76	8	-2.4	5	-15	3	74	-55	x	-2
NC(=O)SC/C(=N\S(=O)(=O)c1ccccc1)Nc1ccccc1	92	12	-2.5	x	-20	1	92	-25	4	0
CCOc1ccc(NC(=O)CN(C)c2ccc(S(=O)(=O)N(C(C)C)C(C)C)cn2)cc1OCC	80	4	-3.5	-6	1	-1	97	-42	2	-1
Cc1ccc(NC(=O)/C(=C/c2cccc([N+](=O)[O-])c2)NC(=O)C2CCCCC2)c(C)c1	64	10	-4.5	-2	-19	6	67	-16	3	x
CCOc1ccc(NC(=S)NCCCn2ccnc2)cc1	89	-11	-1.0	x	6	-1	90	-11	8	-4
CC(C)OC(=O)c1nnn(-c2nonc2N)c1CN1CCc2ccccc2C1	87	2	-2.1	1	26	1	92	-63	5	x
CCN1c2ccccc2N(C)C1(C)c1ccccc1 (stereo not given)	14	-2	-4.0	x	0	1	8	-18	12	-6
Cc1sc(NC(=O)COc2ccccc2)c(C#N)c1-c1ccccc1	92	4	-0.8	x	2	8	92	4	4	1
CCOC(=O)N1CCC(NC(=O)Cn2cc3c(n2)CCC(C)C3)CC1 (stereo not given)	90	-4	0.2	-13	4	1	106	-16	18	x
O=C1NN=C(c2ccc(Cl)cc2)CC1c1cccc(Cl)c1 (stereo not given)	85	3	-0.1	x	-3	3	71	-39	9	2
COc1ccc(CC(=O)NC(=S)NNC(=O)COc2c(C)cccc2C)cc1	51	3	-0.9	x	2	7	51	-21	7	-2
CCc1ccc(NC(=O)C(C)OC(=O)/C=C/c2cccc([N+](=O)[O-])c2)cc1 (stereo not given)	90	-10	2.1	x	7	9	89	-40	6	0
CC(O/N=C\c1ccccc1O)C(=O)Nc1ccccc1C(=O)N1CCOCC1 (stereo not given)	88	-3	-2.9	x	0	1	86	-14	8	-2
COc1ccc(NC(=O)C2CCCN2S(=O)(=O)c2ccc(F)cc2)cc1 (stereo not given)	92	9	-0.3	x	-5	3	92	-52	10	0
COC(=O)c1ccccc1NC(=O)c1ccccc1SC	80	-4	-2.7	0	-7	0	75	-46	27	x
CCOC(=O)NC(NC(=S)Nc1ccc(OC)cc1)C(Cl)(Cl)Cl (stereo not given)	90	-6	0.2	x	4	2	94	-43	10	-16
COc1cccc(N2C(=O)CC(N3CCc4ccccc43)C2=O)c1 (stereo not given)	100	-2	-0.9	3	-8	1	92	-5	12	0
O=C1NC(c2ccccc2)=NC1(NS(=O)(=O)c1ccc(Cl)cc1)C(F)(F)F (stereo not given)	92	-5	-0.5	x	3	2	95	-30	11	-3
CCNC(=O)/C(=C\C=C\c1ccccc1)NC(=O)c1ccc(Br)o1	106	16	-0.9	14	1	1	103	-11	18	-2
CCCCCCCCCCS(=O)(=O)N/N=C/c1ccccc1OC	92	12	-1.5	x	6	12	100	-28	21	x
O=c1cc(/C=C/c2c(F)cccc2Cl)[nH]c2ccccc12	74	25	1.9	x	-4	4	77	-15	12	-1
COc1ccc(N(CC(=O)Nc2ccccc2SC)S(C)(=O)=O)cc1OC	87	-2	-2.9	-10	-22	2	86	-4	8	-2
CC(C(=O)O)N1C(=O)CSC1=S (stereo not given)	101	14	-1.2	5	-6	0	86	-28	15	-5
Cc1cc(C)n(-c2ccc(C(=O)OCC(=O)NC(c3ccccc3)c3ccccc3)cc2)n1	95	-6	-0.3	11	5	6	93	-51	51*	-3
CC(C)C(NC(=O)OCc1ccccc1)C(=O)NCC(=O)OC(C)(C)C (stereo not given)	97	-10	-0.4	22	-3	2	109	-42	11	-1
O=C1c2cc([N+](=O)[O-])cc3cc([N+](=O)[O-])cc(c23)C(=O)N1c1ccccn1	15	20	-5.2	x	32*	2	6	-16	6	x
CCNC(=S)NC1CC2CCCC(C1)N2Cc1ccco1 (stereo not given)	108	4	-3.5	-60	-16	9	100	-61	7	x
Cc1cccc(C)c1Nc1c(-c2ccsc2)nc2ncccn12	77	-10	-2.3	32	0	-2	83	-6	3	-4
